NOD1 inhibition – NOD1 signaling inhibitors, primary screen, cell-based, luminescence, uHTS (AID 1578); NOD1-driven NF-kB luciferase reporter cells, luminescence; higher % means a stronger effect; actives 1% (n = 290,000); inhibition, % at 4 µM, or EC50 in µM where a hit was titrated; in the data active = inhibition mostly above about 36%, no sharp cut-off; inactive = mostly below about 34%;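 also: HEK-293T reporter cells stimulated with the NOD1 agonist gamma-tri-DAP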
HIV fusion peptide – cell-free HIV fusion peptide-binding blockers – biochemical, uHTS, fluorescence dequenching, primary screen (AID 1986). cell-free peptide binding, fluorescence dequenching, 30 min; higher % means a stronger effect. actives 0.3% (n = 290,000). one-dose inhibition, % at 20 µM; IC50 in µM for titrated hits; in the data active = inhibition mostly above about 52%, no sharp cut-off; inactive = mostly below about 76%; also: some results filed as inactive read as strong as hits
GPR35 antagonists – GPR35 antagonists blocking zaprinast-driven arrestin recruitment, primary screen, imaging, U2OS, beta-arrestin-GFP, zaprinast agonist (AID 2058); U2OS GPR35 beta-arrestin-GFP translocation imaging, zaprinast antagonism; higher % means a stronger effect; one-dose inhibition, % at 10 µM; IC50 in µM for titrated hits; actives 0.052% (n = 290,000);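 active = inhibition of at least 50% with at least 30 cells and total cytoplasm GFP at most 10,000,000; inconclusive = under 30 cells or total GFP of 10,000,000 plus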
Dengue-2 NS5 capping – Dengue-2 NS5 methyltransferase inhibitors, primary screen, biochemical, confirmation dose response (AID 588689). Dengue-2 NS5 methyltransferase capping enzyme assay, biochemical; higher % means a stronger effect. inhibition, % at 25 µM; hits with a dose series show IC50 in µM. actives 0.3% (n = 340,000); in the data active = a potency from the dose series; inconclusive = inhibition above about 29% without an active follow-up result
GPR55 beta-arrestin – GPR55 agonists via beta-arrestin recruitment, primary screen, imaging, U2OS cells, beta-arrestin-GFP redistribution (AID 1961). U2OS GPR55 beta-arrestin-GFP redistribution imaging; higher % means a stronger effect. one-dose activation, % at 10 µM; EC50 in µM for titrated hits. actives 0.048% (n = 290,000);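 active = activation above 40% with more than 50 cells counted in the well; inconclusive = wells holding fewer than 50 cells, flagged as toxic or sparse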;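 also: U2OS osteosarcoma cells stably expressing GPR55 and beta-arrestin-GFP; plate controls were DMSO negative control for no effect and LPI positive control for full effect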
GPR55 antagonists – inhibition of LPI-stimulated GPR55 beta-arrestin translocation – imaging, U2OS, beta-arrestin-GFP, LPI agonist, primary screen (AID 2013); U2OS GPR55 beta-arrestin-GFP translocation imaging, LPI antagonism; higher % means a stronger effect; inhibition, % at 10 µM, or IC50 in µM where a hit was titrated; actives 0.13% (n = 290,000);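 active = spots per cell inhibited over 60%, with over 100 cells counted and total cytoplasm intensity under 500,000; inconclusive = wells with under 100 cells, flagged as likely toxic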;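 also: U2OS cells stably carrying GPR55 and arrestin-GFP stimulated by 5 µM LPI near EC80; imaged beta-arrestin-GFP aggregate spots per cell after agonist stimulation; plate controls were LPI-stimulated DMSO wells for no effect and DMSO wells without LPI for full effect; some results filed as inactive read as strong as hits; confirmed hits need IC50 under 10 µM and bright autofluorescent wells are also inconclusive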
West Nile virus CPE – inhibition of WNV-induced cytopathic effect – cell-based, CPE readout (AID 1621); West Nile virus-infected cells, CPE inhibition; higher % means a stronger effect; CPE inhibition, % at 10 µM, or IC50 in µM where a hit was titrated; actives 0.02% (n = 290,000); in the data active = a potency from the dose series; inconclusive = CPE inhibition mostly from about 3.7% at the one dose, without a potency; inactive = the rest, 99 in 100 with CPE inhibition below about 2.2%; also: strong numbers were not always called active
KOR beta-arrestin-1 – kappa opioid receptor blockers – cell-based, luminescence, uHTS (AID 1778); KOR beta-arrestin recruitment, luminescence, antagonist mode; higher % means a stronger effect; one-dose inhibition, % at 10 µM; IC50 in µM for titrated hits; actives 0.091% (n = 290,000); in the data active = inhibition above about 50%; also: strong numbers were not always called active
KOR beta-arrestin-2 – KOR agonists, beta-arrestin recruitment, primary screen, cell-based, luminescence, uHTS (AID 1777). KOR beta-arrestin recruitment, luminescence; higher % means a stronger effect. one-dose activation, % at 10 µM; EC50 in µM for titrated hits. actives 0.02% (n = 280,000); in the data active = activation above about 50%, passing the limit was not always enough; also: a part of the inactive calls stands beside numbers as strong as those of hits
Dengue-2 NS5 capping pilot replicate – further read-out of Dengue-2 NS5 capping, marked with its call; inhibition, %; measured here: pilot screen replicate inhibition
Starred values were filed as active, the others as inactive; ? = inconclusive; / = not tested or not shown; [ ] = another dose, or the depositor's remark. This is a subset; count on the stated rates, not on these rows.

SMILES	NOD1 inhibition	HIV fusion peptide	GPR35 antagonists	Dengue-2 NS5 capping	GPR55 beta-arrestin	GPR55 antagonists	West Nile virus CPE	KOR beta-arrestin-1	KOR beta-arrestin-2	others
Cc1c(Nc2nc(-c3cccc([N+](=O)[O-])c3)cs2)c(=O)n(-c2ccccc2)n1C	-33%	0.1%	7%	4%	-0.2%	-4%	-0.6%	-7%	3.3%
COc1cccc(CNC(=O)c2ccccc2N)c1	-20%	-3.4%	4%	1%	-0.1%	-7%	0.0%	25%	4.2%
CC(C)(C)c1cc[n+](/C(C(=S)NC2CC2)=C(/[O-])c2ccc(Cl)s2)cc1	-23%	0.9%	0%	6%	-0.1%	1%	-0.4%	-7%	6.1%
Cc1ccc(C2c3c(oc4ccc(Cl)cc4c3=O)C(=O)N2CCCN2CCOCC2)o1 (centres undefined)	10%	-2.1%	-5%	/	0.7%	0%	-0.1%	-4%	-0.7%
CC(=O)Nc1cccc(C(=O)N2CCN(S(=O)(=O)c3ccc4ccccc4c3)CC2)c1	-7%	0.2%	-8%	-3%	-0.1%	-3%	-0.4%	21%	-3.7%
CC(C)CCNC(=O)c1cc(-c2cccs2)nc2ccccc12	4%	-2.3%	-3%	-10%	-0.1%	2%	0.1%	35%	24%
COC(=O)c1ccc2c(=O)n(CCN3CCOCC3)c(SCC(=O)Nc3cccc(OC)c3)nc2c1	-1%	1.7%	-4%	-17%	-0.2%	10%	-0.3%	34%	-2.0%
CSCc1ccc(C(=O)N2CCCC(Nc3ccc(F)cc3)C2)o1 (centres undefined)	5%	-2.3%	21%	-8%	-0.1%	20%	-0.3%	27%	-5.7%
Cn1c(=O)c2c(nc(SCc3nn[nH]n3)n2Cc2ccccc2F)n(C)c1=O	27%	-0.8%	-18%	/	0.1%	8%	0.6%	-32%	3.9%
CCCOc1ccc(/C(O)=C2\C(=O)C(=O)N(CCCOC)C23C(=O)N(C)c2ccccc23)cc1 (centres undefined)	17%	-0.1%	-2%	3%	-0.1%	-4%	0.2%	-76%	5.4%
CN(NS(=O)(=O)c1ccccc1)c1nc2ccccc2nc1C(F)(F)F	11%	0.4%	2%	3%	-0.1%	-9%	-0.6%	10%	-7.2%
COc1ccc(S(=O)(=O)Nc2cc(S(=O)(=O)c3ccccc3)c(O)cc2C)cc1	-6%	-1.1%	6%	1%	0.0%	-3%	-1.1%	13%	-3.8%
Cc1c(NC(=O)CSc2nnc(-c3cccc(Cl)c3)o2)c(=O)n(-c2ccccc2)n1C	-16%	0.7%	5%	0%	-0.1%	5%	0.1%	21%	-4.2%
CCN(CC)S(=O)(=O)c1ccc(-c2cn3ccc(C)cc3n2)cc1	-40%	4.9%	6%	2%	-0.2%	-2%	-0.1%	2%[20 µM]	-3.7%	Dengue-2 NS5 capping pilot replicate=-2.7
Cc1nc(C(=O)N2CCC(n3nccc3NC(=O)Nc3ccccc3Cl)CC2)cs1	-16%	-0.1%	-17%	-2%	-0.2%	-8%	0.2%	-28%	7.4%
COc1ccc(OCC(=O)Nc2nnc(-c3ccco3)s2)cc1	-20%	32%	-2%	1%	-0.2%	1%	-0.3%	38%	-0.8%
CCOC(=O)c1cnc2c(-c3ccc(F)cc3)cnn2c1C(F)(F)F	-2%	-0.4%	12%	3%	-0.1%	11%	-0.5%	-28%[20 µM]	2.1%
CC(=O)Nc1ccc(S(=O)(=O)NCCCCNS(=O)(=O)c2ccc(NC(C)=O)cc2)cc1	0%	0.5%	4%	3%	-0.1%	3%	0.5%	4%	-3.7%
Cc1ccc(C2CC(c3cccs3)=NN2C(=O)CSC2=NN3CCCC(=O)N=C3S2)cc1 (centres undefined)	-9%	-1.1%	29%	-5%	0.3%	2%	0.2%	-5%	-5.4%
Cc1nnc(NC(=O)c2ccccc2Br)s1	-10%	-1.4%	-17%	-5%	0.0%	1%	0.2%	-11%	1.4%
CCOc1ccc(NC(=O)CN2CCN(S(=O)(=O)c3ccc(Cl)cc3)CC2)cc1	5%	-3.2%	4%	/	-0.1%	19%	-0.3%	-19%	1.0%
O=C(CCN1C(=O)/C(=C/c2ccccc2)SC1=S)N[C@@H](CO)Cc1ccccc1	9%	-1.7%	7%	5%	-0.1%	8%	?	-2%	-0.5%
CN1CCN(C(=O)c2ccc(Cl)c(S(=O)(=O)N3CCCCCC3)c2)CC1	-29%	-1.3%	3%	-8%	-0.5%	-4%	0.6%	3%	-0.9%
O=C1CC(N2CCN(c3cccc(C(F)(F)F)c3)CC2)C(=O)N1c1ccccc1 (centres undefined)	/	-0.1%	17%	-3%	0.3%	4%	0.4%	2%	6.5%
COC(=O)CSc1nnc(C)n1-c1cccc(OC)c1	-21%	-0.6%	9%	0%	0.2%	-11%	-0.3%	-25%	4.0%
Cc1ccc(S(=O)(=O)Nc2ccc(NC(=O)CN3CCCCC3)cc2)cc1	-39%	-2.4%	-3%	4%	0.0%	1%	0.0%	-6%	-1.5%
Cc1cc(C)cc(OCC(=O)N/N=C/c2ccccn2)c1	9%	1.7%	12%	6%	-0.1%	15%	-0.1%	8%	1.4%
CCN(CC)c1ccc(/C=N/NC(=O)c2ccc(Br)o2)cc1	-41%	-2.1%	-3%	3%	0.1%	-11%	-0.4%	16%	-0.9%
CCCCC1=CC2=CC(=O)C(C)(OC(=O)CC)C(=O)C2=CN1CC(C)C (centres undefined)	-5%	0.5%	3%	17%	-0.2%	0%	0.9%	4%	1.9%
Cc1ccc(S(=O)(=O)N(CC(=O)O)c2ccc(Cl)c(C(F)(F)F)c2)cc1	-22%	2.5%	-15%	-8%	0.6%	5%	0.9%	-1%[20 µM]	0.2%
O=C1CNC(=O)/C1=C\N1CCCCC1	-21%	-2.2%	24%	-5%	0.0%	-6%	-0.3%	16%	-0.3%
Cc1cc2oc(=O)ccc2cc1[N+](=O)[O-]	-5%	-1.4%	-3%	-4%	-0.1%	-11%	-0.3%	-27%[20 µM]	-3.1%
CCS(=O)(=O)n1nc(-c2ccc(OC)cc2)nc1SC	-35%	-2.1%	-2%	-5%	0.2%	7%	-0.1%	26%	-5.9%
Cc1ccc2oc(=O)c3cnn(CC(=O)NCCCOC(C)C)c3c2c1	21%	-2.2%	2%	-4%	-0.1%	-9%	-0.1%	-13%	0.0%
c1ccc(Nc2cccc(Nc3ccccc3)n2)cc1	-12%	-1.3%	22%	7%	-0.2%	35%	0.9%	24%	-8.9%
CN(C)C=Nc1ccc2nc3c(cc2c1)[nH]c1ccccc13	-11%	-2.1%	-3%	7%	-0.1%	-6%	-1.0%	-49%	-0.2%
CCNC(=S)N/N=C/c1ccc(C(=O)O)cc1	-12%	0.4%	14%	1%	-0.5%	5%	-0.1%	-25%	-2.2%
O=S(=O)(Cc1cc(-c2ccccc2)no1)c1ccccc1	-40%	1.2%	16%	-5%	0.2%	-7%	-1.3%	-25%[20 µM]	1.1%
Cc1ccc(C(C(=O)NCCc2ccccc2)N(C(=O)c2csnn2)C2CC2)o1 (centres undefined)	0%	43%	-23%	-8%	-0.2%	-10%	-0.7%	-2%	13%
CCn1c(SCC(=O)Nc2nccs2)nnc1-c1ccc(S(=O)(=O)N2CCCCCC2)cc1	15%	-0.8%	-8%	-6%	0.6%	3%	-0.4%	-22%	-5.0%
CSc1ccc(NC(=O)NCc2cccnc2)cc1	-5%	1.4%	8%	-7%	-0.1%	-1%	-0.2%	-2%	-9.7%
COc1cc(CNCCO)cc(Br)c1OCc1cccs1	9%	-0.1%	6%	4%	0.2%	8%	-0.1%	-22%	1.7%
Cc1ccc(N2C(=O)N(Cc3ccccc3C)c3ccccc3S2(=O)=O)cc1	23%	-1.7%	4%	-1%	0.3%	9%	-0.5%	27%	2.6%
Cc1nc2sccn2c(=O)c1S(=O)(=O)Nc1ccc(N2CCN(C(=O)C(C)C)CC2)cc1	27%	-1.4%	6%	-7%	-0.2%	-16%	-0.2%	-39%	1.9%
CCn1cc(C(=O)O)c(=O)c2cc(S(=O)(=O)N3CCCCCC3)ccc21	-3%	0.3%	5%	-1%	-0.2%	-18%	-0.1%	-5%	2.2%
CCCCNC(=O)N(CC)c1c(N)n(Cc2ccccc2)c(=O)[nH]c1=O	-33%	-0.9%	-4%	1%	-0.4%	4%	0.1%	-6%	0.7%
COc1cc2c(cc1OC)C(c1ccccc1Cl)N(C)CC2 (centres undefined)	-23%	-1.3%	7%	-1%	1.0%	9%	-0.7%	-1%[20 µM]	-3.8%
OCCc1c[nH]c2cc(F)ccc12	12%	0.6%	4%	-6%	-0.3%	3%	-0.2%	-26%[20 µM]	1.3%
COc1ccc(CCC(=O)NNC(=O)Nc2cccc(Cl)c2)cc1	-26%	1.3%	12%	-13%	-0.1%	-8%	0.3%	13%	-2.2%
Cc1cccc(OCCCC(=O)NC(C)c2ccccc2)c1 (centres undefined)	-32%	-0.5%	1%	-8%	0.2%	4%	0.1%	-8%	-1.0%

More results
SMILES	NOD1 inhibition	HIV fusion peptide	GPR35 antagonists	Dengue-2 NS5 capping	GPR55 beta-arrestin	GPR55 antagonists	West Nile virus CPE	KOR beta-arrestin-1	KOR beta-arrestin-2	others
CC1Cc2ccccc2N1c1nc(C2CC2)nc2c1nnn2Cc1ccccc1 (centres undefined)	5%	0.2%	-7%	-12%	0.4%	2%	0.1%	-20%	7.6%
CC(=O)OC(C(=O)N1CCN(c2ccc(F)cc2)CC1)c1ccccc1 (centres undefined)	-7%	-1.3%	-1%	-6%	-0.2%	12%	0.1%	-13%	0.0%
COc1ccccc1-n1cnnc1SCC(=O)Nc1cccc(S(N)(=O)=O)c1	-10%	-1.1%	19%	-2%	-0.2%	8%	0.0%	1%	-2.2%
C=CCc1ccc(OCC(O)CN2CCN(c3ccccc3)CC2)c(OC)c1 (centres undefined)	22%	-1.2%	8%	-3%	0.2%	4%	-0.5%	11%	3.7%
C/C(=N/NC(=O)c1ccc(Br)o1)c1cccc(NC(=O)c2ccc(F)cc2)c1	-1%	0.0%	-1%	-5%	0.0%	0%	0.5%	-5%	13%
C/C(=N\NC(=O)CSc1nc(C)cc(C)n1)c1cccs1	-4%	0.4%	-2%	-1%	0.2%	-2%	-0.2%	-7%	3.4%
Cc1ccc2c(CN(C)Cc3ccc(OC(F)F)cc3)cc(=O)oc2c1C	15%	0.5%	5%	-7%	0.7%	0%	-0.3%	12%	-0.3%
Cc1ccsc1/C=C/c1n[nH]c(=O)c(C#N)c1C	9%	0.1%	-4%	-6%	-0.3%	-11%	-0.1%	-24%	3.8%

High-throughput results from PubChem BioAssay.
